High-throughput results from PubChem BioAssay.
RPL19A-GFP yeast = RPL19A-GFP expression modulators in yeast, primary screen, cell-based, S. cerevisiae, multiplex flow cytometry, MLPCN. 330,000 compounds, 0.3% hits. S. cerevisiae RPL19A-GFP strain, 3 h; hits give low values. AID 2025, 2009. percent response vs DMSO, % at 10 µM;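 active means percent response vs DMSO below 50%; inconclusive means fewer than 70 events counted for the yeast strain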;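 further: median channel GFP fluorescence of the barcoded RPL19A-GFP strain; ratio of sample median GFP to plate DMSO average so 100% = DMSO; lower means less RPL19A-GFP as with rapamycin TOR inhibition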
AGP1 TOR yeast = modulators of AGP1-GFP expression in yeast TOR pathway, primary screen, cell-based, multiplex flow cytometry, S. cerevisiae, MLPCN library. 3 h; GFP as percent of DMSO wells. GFP response vs DMSO, % at 10 µM. 320,000 compounds, 0.02% hits. AID 2066, 2009;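 active means GFP response relative to DMSO above a set limit, near screen average plus 3 SD, cut at about 150% in these data; inconclusive means fewer than 70 cells counted for the yeast strain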;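 further: median GFP channel fluorescence of the gated AGP1 strain per well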
CIT2 TOR yeast = modulators of CIT2-GFP expression in yeast, primary screen, S. cerevisiae, GFP fusion, multiplex flow cytometry, MLPCN library. GFP response vs DMSO, % at 10 µM. 320,000 compounds, 0.065% hits. S. cerevisiae CIT2-GFP strain, 3 h; 100 means same as DMSO wells;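 active means GFP response relative to DMSO above a set limit, near the screen mean plus 3 SD, cut at about 150% in these data; inconclusive means Fewer than 70 cells measured for a yeast strain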;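 further: ratio of well median GFP fluorescence to mean of DMSO wells on the plate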
AHR act = AHR activators, primary screen, cell-based, luminescence, luciferase reporter, human | Aryl hydrocarbon receptor (Homo sapiens), P35869 | AHR-responsive luciferase reporter cells | activation, % at 5 µM | 320,000 compounds, 2.5% hits | AID 2796, 2010; in the data active means activation above about 47%;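 further: 0% = vehicle wells and 100% = reference agonist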
Target sequence (P35869 whole entry, looked up): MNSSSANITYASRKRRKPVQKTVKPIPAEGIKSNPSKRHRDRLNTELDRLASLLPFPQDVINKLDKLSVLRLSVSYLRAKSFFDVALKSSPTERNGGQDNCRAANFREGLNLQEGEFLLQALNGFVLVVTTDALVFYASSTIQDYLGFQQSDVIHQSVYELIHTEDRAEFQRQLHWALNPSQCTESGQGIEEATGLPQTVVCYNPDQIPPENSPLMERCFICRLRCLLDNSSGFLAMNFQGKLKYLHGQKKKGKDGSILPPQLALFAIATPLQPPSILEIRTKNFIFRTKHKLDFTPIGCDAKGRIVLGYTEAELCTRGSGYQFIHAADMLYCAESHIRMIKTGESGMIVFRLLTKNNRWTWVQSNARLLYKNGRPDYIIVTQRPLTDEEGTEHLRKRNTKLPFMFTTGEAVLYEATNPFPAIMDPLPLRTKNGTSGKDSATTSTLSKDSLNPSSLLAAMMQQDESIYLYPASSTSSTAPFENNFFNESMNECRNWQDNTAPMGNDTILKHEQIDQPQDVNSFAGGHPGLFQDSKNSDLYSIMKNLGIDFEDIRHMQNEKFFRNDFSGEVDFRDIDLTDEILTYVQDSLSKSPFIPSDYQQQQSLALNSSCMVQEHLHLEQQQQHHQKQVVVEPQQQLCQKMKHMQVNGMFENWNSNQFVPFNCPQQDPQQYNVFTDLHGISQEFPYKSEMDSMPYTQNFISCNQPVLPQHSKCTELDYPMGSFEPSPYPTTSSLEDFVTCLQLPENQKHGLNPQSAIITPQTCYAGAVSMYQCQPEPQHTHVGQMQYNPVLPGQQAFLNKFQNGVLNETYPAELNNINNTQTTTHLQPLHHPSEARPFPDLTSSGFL
MEP2 TOR yeast = modulators of MEP2-GFP levels in yeast, primary screen, S. cerevisiae, multiplex flow cytometry, MLPCN library; S. cerevisiae MEP2-GFP strain, 3 h; 100% = DMSO control level; GFP response vs DMSO, % at 10 µM; 330,000 compounds, 0.51% hits;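 active means GFP response versus DMSO above a set limit, roughly screen mean plus 3 SD, cut at about 180% in these data; inconclusive means fewer than 70 cells counted for a yeast strain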;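 further: median GFP fluorescence of the barcode-gated MEP2-GFP cells per well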
Efflux pump mplx = inhibitors of Candida efflux pumps in yeast, primary screen, S. cerevisiae, Nile Red, multiplex; S. cerevisiae Candida pump triplex; inhibition, % at 10 µM; 330,000 compounds, 0.44% hits; AID 485275, 2010;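 active means plate passing quality check with inhibition over a set limit, or well fluorescence over plate mean plus 4 SD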;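 further: Nile Red retained in pooled yeast measured as flow cytometry median fluorescence; 0% = buffer negative control and 100% = Enniatin B positive control; higher means more Nile Red kept so more efflux inhibition; some compounds called inactive have numbers as strong as hits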
Yeast superoxide = reduction of superoxide in aged yeast, primary screen, HTS; S. cerevisiae aged cells, superoxide DHE fluorescence; hits give low values; 330,000 compounds, 0.18% hits; superoxide response (% of plate mean), % at 10 µM;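 active means superoxide response under a set limit, about three screen SD below normal, cut at about 65% in these data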;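 further: yeast aged for seven days with compound at 30 °C before DHE staining; 100% = average MFI of all compound-treated wells on the plate with controls excluded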
LAP4-GFP MLPCN = modulators of LAP4-GFP expression in yeast, primary screen, S. cerevisiae, multiplex flow cytometry, MLPCN library; 3 h; median GFP as percent of DMSO wells; GFP response vs DMSO, % at 10 µM; 320,000 compounds, 0.34% hits; AID 2023, 2009;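 active means GFP response vs DMSO above a set limit, about the screen mean plus 3 SD, cut at about 150% in these data; inconclusive means under 70 cell events counted for the yeast strain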
* = called active by the depositor; ? = inconclusive; / = not tested or not shown; [ ] = dose if it differs, or a comment.

Preview (ten entries):
SMILES	RPL19A-GFP yeast	AGP1 TOR yeast	CIT2 TOR yeast	AHR act	MEP2 TOR yeast	Efflux pump mplx	Yeast superoxide	LAP4-GFP MLPCN
CC(=O)NCCc1ccc(S(=O)(=O)Nc2ccc3c(c2)OCCO3)cc1	96	106	97	-1	91	0.0	90	96
Cc1ccc(C(=O)N/C(=C\c2ccc(Cl)cc2)C(=O)NCCN2CCOCC2)cc1	53[may fluoresce violet]	?	?	0	361*[may fluoresce violet]	-0.1	85	80[may fluoresce violet]
c1ccc(-c2nc(-c3ccc(-c4ccon4)s3)no2)cc1	98	87	89	5	98	-0.1	99	101
Cc1ccc(C(=O)CCC(=O)N(C)CC(=O)Nc2ccccc2Br)cc1	82	96	101	0	91	0.0	99	93
O=C(NC1C2CC3CC(C2)CC1C3)c1ccc(Br)o1 (stereo not drawn)	100	90	115	31	94	0.0	108	97
O=C(CCNC(=O)C1CCN(S(=O)(=O)c2ccccc2)CC1)NCc1cccc(Cl)c1	93	108	92	0	99	0.3	114	108
Cc1oc(-c2ccccc2Cl)nc1CS(=O)CC(=O)NCc1ccco1 (stereo not drawn)	102	107	110	1	110	0.0	102	97
CCCCc1nc2cc(C(=O)N(C)C3CCOCC3)ccc2o1	99	101	100	13	98	-0.2	88	103
FC(F)(F)C(F)(F)C(F)(F)c1nnc2ccc(N3CCOCC3)nn12	96	95	94	1	95	0.0	104	89
COc1ccc(CC(=O)Nc2nccs2)cc1S(=O)(=O)N1CCOCC1	103	82	90	0	95	0.1	91	86

Results, previewed entries included:
SMILES	RPL19A-GFP yeast	AGP1 TOR yeast	CIT2 TOR yeast	AHR act	MEP2 TOR yeast	Efflux pump mplx	Yeast superoxide	LAP4-GFP MLPCN
CC(=O)NCCc1ccc(S(=O)(=O)Nc2ccc3c(c2)OCCO3)cc1	96	106	97	-1	91	0.0	90	96
Cc1ccc(C(=O)N/C(=C\c2ccc(Cl)cc2)C(=O)NCCN2CCOCC2)cc1	53[may fluoresce violet]	?	?	0	361*[may fluoresce violet]	-0.1	85	80[may fluoresce violet]
c1ccc(-c2nc(-c3ccc(-c4ccon4)s3)no2)cc1	98	87	89	5	98	-0.1	99	101
Cc1ccc(C(=O)CCC(=O)N(C)CC(=O)Nc2ccccc2Br)cc1	82	96	101	0	91	0.0	99	93
O=C(NC1C2CC3CC(C2)CC1C3)c1ccc(Br)o1 (stereo not drawn)	100	90	115	31	94	0.0	108	97
O=C(CCNC(=O)C1CCN(S(=O)(=O)c2ccccc2)CC1)NCc1cccc(Cl)c1	93	108	92	0	99	0.3	114	108
Cc1oc(-c2ccccc2Cl)nc1CS(=O)CC(=O)NCc1ccco1 (stereo not drawn)	102	107	110	1	110	0.0	102	97
CCCCc1nc2cc(C(=O)N(C)C3CCOCC3)ccc2o1	99	101	100	13	98	-0.2	88	103
FC(F)(F)C(F)(F)C(F)(F)c1nnc2ccc(N3CCOCC3)nn12	96	95	94	1	95	0.0	104	89
COc1ccc(CC(=O)Nc2nccs2)cc1S(=O)(=O)N1CCOCC1	103	82	90	0	95	0.1	91	86
O=C(/C=C/c1ccc2c(c1)S(=O)(=O)N(Cc1ccccc1)[C@H]2CC(=O)N1CCOCC1)N1CCOCC1	95	80	75	0	88	-0.1	121	78
Cc1ccc(CNC(=O)C2CCCN(S(=O)(=O)c3cnc[nH]3)C2)cc1 (stereo not drawn)	101	107	108	2	109	0.0	94	98
Nc1ccc(-c2nc3nc(N)nc(N)c3nc2-c2ccc(N)cc2)cc1	109	104	108	3	91	-0.8	89	98
COc1cc(-c2nnc(SCC(=O)N3c4ccccc4Sc4ccccc43)o2)cc(OC)c1OC	102	99	106	0	105	0.1	96	107
Cc1ccc(S(=O)(=O)NN=C2CCC(C(C)(C)C)CC2)cc1[N+](=O)[O-] (stereo not drawn)	101	99	99	-1	107	0.2	90	97
CCOc1ccc2nc(Nc3nc(CSc4nnnn4-c4ccccc4)cc(=O)[nH]3)nc(C)c2c1	104	112	117	13	104	0.1	109	103
CCOc1ccc(CCNc2nc3ccccc3n3c(C)nnc23)cc1OCC	105	105	106	9	103	0.0	87	94
COc1ccc2oc(C(=O)OCC(=O)Nc3ccc(C(=O)N(C)C)cc3)c(C)c2c1	97	93	99	10	102	0.0	94	92
CCCOc1ccc(C(=O)Nc2ccc(N3CCN(C(=O)c4ccco4)CC3)cc2)cc1	99	99	96	-16	96	-0.2	95	96
Cc1ccc(/C=C/C(=O)NC(=S)Nc2ccccc2C(=O)NC2CCCCC2)cc1	99	107	102	-3	104	0.0	87	99
O=C(Nc1ccc(F)cc1)Nc1ccc(S(=O)(=O)N2CCCC2)cc1	101	100	98	0	98	-0.1	91	97
O=C(/C=C/c1cccs1)NNC(=O)c1ccccc1	108	107	110	13	109	-0.1	98	109
CS(=O)(=O)N(CC(=O)Nc1ccc(Br)cc1)C1CCCCC1	103	101	99	0	103	-0.1	107	101
Cc1ccc(C(=O)Nc2nnc(NC(=S)Nc3ccccc3)s2)cc1	100	101	103	3	100	-0.2	106	92
O=C(c1coc(=O)c(Br)c1)N1CCCc2ccccc21	102	101	107	10	112	0.0	108	104
Cc1cccc(NC(=O)CCCSc2nc3ccccc3[nH]2)c1	101	101	105	27	106	0.0	107	96
CCC(=O)c1ccc(N2CCN(C(=O)c3cc([N+](=O)[O-])ccc3F)CC2)c(F)c1	93	84	93	1	101	-0.1	99	87
Cc1ccc(N(C(C)C(=O)N2CCOCC2)S(C)(=O)=O)cc1C (stereo not drawn)	102	104	103	-3	103	-0.3	93	97
CCc1ccc2c(c1)C1(SC(NC(C)=O)=NN1C(C)=O)C(=O)N2CC (stereo not drawn)	117	112	109	2	101	0.1	91	116
Cc1ccsc1/C=N/N1CCN(c2ccccn2)CC1	96	103	95	-5	97	0.0	106	117
CNC(=O)c1[nH]cnc1C(=O)Nc1ccccn1	155[may fluoresce green]	154*[may fluoresce green]	435*[may fluoresce green]	12	622*[may fluoresce green]	0.2	92	430*[may fluoresce green]
COc1ccc(CC(=O)OCC(=O)NCc2ccco2)cc1OC	99	108	102	-2	103	0.0	98	104
COc1ccc(NC(=O)CSc2nc(C3CC3)nc3ccccc23)c(OC)c1	103	104	107	0	91	-0.3	104	97
CCOc1ccc(CNC(=O)CCC(=O)n2ncc3ccc(Cl)cc32)cc1	98	96	90	26	104	0.2	113	110
COC(=O)c1c(NC(=O)c2nc3nc(C)cc(C(F)F)n3n2)sc2c1CCC2	105	65	60	6	86	0.0	124	94
CCCC/C(O)=C1\C(=O)CC(C)(C)CC1=Nc1ccc(OC)cc1	93	101	102	3	95	-0.1	98	90
CCOc1ccccc1NC(=O)CSc1nc(=O)n(CCCN2CCOCC2)c2c1CCC2	102	100	95	6	93	0.1	101	102
O=C(CSc1nc2c(c(=O)n1-c1ccc(Br)cc1)SCC2)Nc1nccs1	103	105	107	11	102	-0.1	107	101
O=C(c1ccc(F)cc1)c1cc2ccccc2o1	99	96	99	-4	99	0.0	93	87
CCC(CO)NC1=C([N+](=O)[O-])C(=O)CC(C)(C)C1 (stereo not drawn)	102	101	100	-1	103	0.0	110	92
CC(=O)Nc1ccc(OCC=C(Cl)Cl)cc1	96	99	92	-1	105	0.0	101	119
COc1ccc(NC(=O)C2CCCN2C(=O)NCc2ccccc2)c(OC)c1 (stereo not drawn)	103	104	93	-1	104	0.0	104	105
CCCC(=O)Nc1ccc(C(=O)NCc2ccccc2Cl)cc1	94	101	96	1	104	0.0	100	85
CC(C)CNc1nc(=S)nc(N(C)C)[nH]1	100	100	99	-1	89	0.0	78	102
O=C(COC(=O)CSc1ccc2ccccc2c1)NC1CC1	109	105	113	16	103	0.0	112	112
COc1cccc(OCc2nnc(SCC(=O)OC3CCCCC3)n2C)c1	63[may fluoresce violet]	?	?	-1	228*[may fluoresce violet]	0.1	116	90[may fluoresce violet]
CC(C)OCCCNC(=O)c1ccc(CS(=O)(=O)c2cccc(C(F)(F)F)c2)o1	93	92	100	7	86	-0.1	92	90
CC1(C)CC(=O)C(C=NCCN2CCN(C(=O)c3ccc(F)cc3)CC2)=C(O)C1	96	/	91	3	94	0.2	101	100
CC(C)(C)c1nc2scc(-c3ccc(Br)cc3)c2c(=O)o1	106	102	103	0	101	0.1	103	98
O=C(NC(=S)Nc1ccc(Cc2ccncc2)cc1)c1ccccc1	102	96	101	-4	102	0.1	94	89
O=C(COC(=O)COc1cccc(F)c1)Nc1nc2ccccc2s1	101	99	98	11	99	0.2	94	101
COc1cccc(N(CC(=O)NC2CCCCC2)C(=O)CCC(=O)Nc2nc(C)cs2)c1	106	107	106	0	106	0.0	106	103
Oc1ccc(/C=N/N(c2ccccc2)c2ccccc2)cc1O	113	105	108	2	107	-2.0	106	119
Fc1ccc(-c2ccc(-c3nn4c(-c5ccco5)nnc4s3)o2)cc1	95	93	90	-6	97	0.2	109	108
CCn1c(CNC(=O)c2ccc(OC)c(OC)c2)nnc1SCC(=O)c1ccc(OC)cc1	97	99	101	5	102	-0.1	99	100
Cc1cc(-c2ccccc2)nc(Oc2cccc(C(F)(F)F)c2)c1S(C)(=O)=O	103	107	106	-1	103	-0.1	102	98
CN1CCCN(C(=O)c2ccc(Br)cc2)CC1	103	98	108	3	111	0.0	95	100
CCCCC(O)(CCCC)C(=O)NN(C(=O)OCC)c1ccccc1	103	96	98	21	100	0.0	84	86
C=CC[C@@H](CC(=O)N(CCO)Cc1ccccc1)C(=O)N[C@@H](COC(=O)[C@@H](CC=C)Cc1ccc(F)cc1)Cc1ccccc1	93	93	89	0	96	0.0	82	106
O=C(/C=C/c1ccccc1F)c1ccoc1	104	/	116	-2	110	-0.1	85	109
(further entries)
SMILES	RPL19A-GFP yeast	AGP1 TOR yeast	CIT2 TOR yeast	AHR act	MEP2 TOR yeast	Efflux pump mplx	Yeast superoxide	LAP4-GFP MLPCN
Cc1c2c(n3c(nc4ccccc43)c1C#N)N(CCCN(C)C)CC2	?	?	?	5	?	0.0	97	?
COc1ccccc1OCCOc1ccc(/C=C2\C(=N)N3N=C(S(C)(=O)=O)SC3=NC2=O)cc1	98	78	104	4	120	0.3	100	84
C=CCNC(=O)NC(=O)CN1C(=O)NC(c2ccccc2)(c2ccccc2)C1=O	100	104	104	0	105	0.1	83	101
CCOC(=O)c1cc(C#N)c(N2CCCNCC2)nc1C(F)(F)F	95	93	90	0	105	0.2	102	99
Cc1ccc(S(=O)(=O)[N-]c2nc3ccccc3nc2-n2cc[n+](Cc3ccccc3)c2)cc1	102	106	93	2	100	0.2	118	105
COc1ccc(CCNC(=O)COC(=O)CCC(=O)c2ccc(F)cc2)cc1OC	99	102	103	1	102	0.1	96	99
CN1CCN(C(=O)/C(=C/c2cn(S(=O)(=O)N(C)C)c3ccccc23)NC(=O)c2ccccc2)CC1	101	100	95	-1	132	0.0	86	97
O=C(Nc1nc2n(n1)C(c1ccccc1)CC(c1ccc(Cl)cc1)N2)c1ccco1 (stereo not drawn)	99	102	100	-1	110	0.4	106	99
O=C(NCCC1=CCCCC1)C1CCCN(S(=O)(=O)c2cnc[nH]2)C1 (stereo not drawn)	105	108	111	0	107	-0.1	106	108
